EWS-Fli inh: EWS/Fli-driven NR0B1 reporter inhibitors, primary screen, A673 cells, NR0B1 luciferase, luminescence, MLPCN library; viability-normalised; inhibition, % at 12.6 µM; hit rate 0.67% among 350,000;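 active = mean inhibition of at least 50% after viability correction, with every replicate also passing that limit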;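 note: firefly luciferase signal divided by Alamar Blue viability fluorescence both relative to DMSO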
Cneo AK release: Cryptococcus neoformans cell lysis inducers, primary screen, AK release luminescence, single concentration | C. neoformans lysis, adenylate kinase release luminescence, 4 h; normalised: neutral wells 0, clomiphene wells 100 | lysis activity, % at 15 µM | hit rate 0.2% among 360,000 | AID 651654, 2012;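 active = mean lysis activity across replicates of at least 80%, whatever share of replicates individually reach that level; inactive = mean lysis activity below 80%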
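Material: C. neoformans cells | Amount: Yeast cell density of 5 × 10^6 cells/mL | Medium: Fresh YPD growth medium | Dosing: Single dose | Times: Static 4 h at 37 °C with compound, 1 h detection | Detection: AK luminescence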
PAX8 reporter: inhibitors of PAX8-driven TPO luciferase reporter, primary screen, RMG-I cells, single concentration; inhibition, % at 12.6 µM; SteadyGlo, 24 h; hit rate 1.2% among 360,000;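 active = mean replicate inhibition at least 60% with every replicate also reaching 60%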;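 note: luciferase light reporting Pax8 driven TPO promoter activity; plate controls were median of neutral control wells for no effect and mitoxantrone controls for full effect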
FN deposition inh: inhibitors of fibronectin matrix deposition, primary screen, AH1F cells, Alexa488-fibronectin fluorescence, plate reader. AH1F fibroblasts, overnight. inhibition, % at 12.6 µM. hit rate 0.086% among 350,000. AID 743247, 2014;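 active = mean inhibition across replicates of 30% or more, regardless of how many single replicates reach that level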;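 note: positive control wells lacked labelled fibronectin entirely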
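Assay system: AH1F fibroblasts assembling fluorescent fibronectin matrix; Amount: 10000 AH1F cells per well; Buffer or medium: DMEM, 2% serum; Probe or stimulus: Alexa488-fibronectin, 24 nM final in well; Doses: single compound dose, delivered by pin transfer; Incubation: 1 h adhesion, overnight exposure; Measured by: fluorescence 485/525 nm; Read-out: fibronectin deposition inhibition.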
CASP6 VEID inh: human caspase-6 inhibitors, primary screen, biochemical, VEID-R110 fluorescence, single point, set 2; P55212; purified caspase-6, Z-VEID-R110 cleavage fluorescence; inhibition, % at 12.5 µM; hit rate 0.53% among 350,000; AID 686996, 2013;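 active = mean inhibition across replicates at least about 35%, with every replicate also reaching that limit, limit read from the data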;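 note: 0% = median of neutral control wells and 100% = no fluorescence left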
Target sequence (P55212 24-179 limits assumed): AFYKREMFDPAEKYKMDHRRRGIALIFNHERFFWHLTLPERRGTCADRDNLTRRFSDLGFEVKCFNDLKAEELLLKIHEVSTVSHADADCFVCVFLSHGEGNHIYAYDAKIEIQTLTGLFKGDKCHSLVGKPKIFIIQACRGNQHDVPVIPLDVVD
Target sequence (P55212 194-293 limits assumed): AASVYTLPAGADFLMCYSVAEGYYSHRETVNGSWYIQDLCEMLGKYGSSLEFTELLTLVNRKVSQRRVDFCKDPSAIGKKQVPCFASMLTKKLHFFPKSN
LGR2 antag: inhibitors of bursicon-induced LGR2 CRE-luciferase signal, primary screen, cell-based, HEK293, CRE-luciferase reporter, bursicon stimulation; Drosophila bursicon receptor LGR2 (rickets); bursicon-stimulated, 4 h; inhibition, % at 9.99 µM; hit rate 0.35% among 380,000;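 active = drop in luminescence signal, shown as inhibition above about 50% in the replicate tests, limit read from the data, passing the limit was not always enough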;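 note: agonist challenge used bursicon conditioned medium at about half maximal strength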
PGC1a acetyl inh: inhibitors of PGC1a acetylation signal, primary screen, cell-based, U2OS, AlphaScreen, inhibitor mode. AID 651687, 2012. AlphaScreen anti-acetyl-lysine; with virally co-expressed GCN5 acetyltransferase. inhibition, % at 15.6 µM. hit rate 0.17% among 350,000;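 active = every replicate shows inhibition of at least 40%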;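 note: 0% = neutral control wells and 100% = positive control wells; some results beyond the cut were filed as inactive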
miR122 inh: miR-122 Renilla sensor signal increase in Huh7, primary screen, miR-122 inhibitor project, cell-based, single point, plate reader. AID 602342, 2012. Huh7 miR-122 Renilla luciferase sensor, 48 h; neutral wells = 0, positive control = 100. activation (reporter increase), % at 12.5 µM. hit rate 0.3% among 340,000;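 active = mean replicate activation score at least 90 and every replicate individually at or above 90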;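 note: higher luciferase means less miR-122 activity so hits act as miR-122 inhibitors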
* hit, by the source's call; . = not tested or not shown; & = joins results of further samples; [ ] = another dose, or the depositor's remark.

cpd	structure	EWS-Fli inh	Cneo AK release	PAX8 reporter	FN deposition inh	CASP6 VEID inh	LGR2 antag	PGC1a acetyl inh	miR122 inh
1	C[C@H]1CN([C@@H](C)CO)C(=O)c2cc(-c3cccc(F)c3)cnc2O[C@H]1CN(C)C(=O)c1cnccn1	6&-8&-11	0&46&72	-8&-8&-11	-5	-2&-3&-6	2&-1	7&7&-8	1
2	O=C1c2ccccc2CSc2c(O)cccc21	-13	-2	34	2	1	-3	-4	-5
3	O=C(COC(=O)c1ccc[nH]c1=O)Nc1ccc(S(=O)(=O)N2CCCC2)cc1	-1	.	33	1	-2	0	.	.
4	CCCCN(CCCC)CCNC(=O)CSCc1ccc(C)cc1	-16	4	-13	-7	-5	3	-18	-10
5	Cc1cc(OCC(=O)Nc2cc(S(=O)(=O)N3CCOCC3)ccc2N2CCCC2)ccc1C(C)C	22	.	-12	-3	3	-5	.	.
6	Cc1ccc(OCC(=O)N/N=C\c2ccc(-c3cccc(C(=O)O)c3)o2)c(C)c1	.	-6	-87	2	.	-14	-8	-15
7	CCN1C(=O)[C@H]2[C@@H](c3ccc(-c4cccc(Cl)c4)cc3)N3CCCC[C@@]3(C(=O)OC)[C@H]2C1=O	2	0	0	-11	0	13	1	-4
8	O=C(O)C1=CC2C=C(Cl)C=CC2OC1=O (configuration not stated)	13	0	5	6	-1	-13	-3	.
9	COc1ccc(Br)cc1S(=O)(=O)NCCc1cccs1	-4	.	-11	-2	-1	9	3	.
10	CCc1nc2c(OCCC3CCCCC3)cccn2c1N(C)C(=O)COc1ccccc1	13	0	1	-13	.	.	14	-6
11	COc1ccc([Si](C)(C)[C@@H]2[C@@H](CCO)O[C@]3(C(=O)N(Cc4ccc(NC(C)=O)cc4)c4ccccc43)[C@H]2C)cc1	7	55	107*	.	-4	.	9	.
12	COCc1cc(=O)n2c(-c3ccc(C)cc3)n[nH]c2n1	-13	-1	-27	-14	24	12	1	-1
13	C[C@@H]1CN[C@H](CCO)/C1=C\c1ccccc1	-4	0	7	5	3	-6	-3	-5
14	C#CCOCCOCCOCCNc1nc(N2CCN(C(=O)[C@H](CC(N)=O)n3cc(C(N)[C@H](C)CC)nn3)CC2)nc(N2CCN(C(=O)[C@H](CC(N)=O)n3cc(C(N)[C@@H](C)CC)nn3)CC2)n1 (some centres not stated)	5	1	-7	-10	-22	-4	2	4
15	O=S(=O)(c1ccc(F)cc1)N1CCCCN2[C@H](CO)[C@@H](c3ccc(C#CC4CC4)cc3)[C@@H]2C1	-11	47	-22	.	-3	-7	-11	-7[16.7 µM]
16	C#CCN(C[C@H]1[C@H](OC(=O)Nc2c(C)noc2C)[C@H](OC(=O)Nc2c(C)noc2C)C[C@H]2C(=O)N(c3ccccc3)C(=O)[C@@H]12)S(=O)(=O)c1ccc(C)cc1	-3	6	1	-23	0	17	0	1
17	O=C(COc1ccccc1[N+](=O)[O-])Nc1cccnc1	-28	5	-74	.	1	-20	4	2
18	CCOC(=O)C1CCCN(C(=O)c2cn(CC(C)C)c(=O)c3cc(OC)c(OC)cc23)C1 (configuration not stated)	.	0	0	-1	.	.	-4	-4
19	Cc1nc2c(-c3ccc(F)cc3)c(C)[nH]n2c(=O)c1Cl	14	2	5	-3	-1	-4	2	22
20	O=C(N/N=C/c1cccs1)c1cccc2cc[nH]c12	-65	-4	.	.	5	-60	-4	8
21	CS(=O)(=O)N1CC(=O)N2[C@@H](CO)[C@H](c3ccc(C#CC4CCCC4)cc3)[C@@H]2C1	1	.	.	.	1	7	-3	.
22	O=[N+]([O-])c1ccc(OCCN2CCNCC2)cc1	-1	.	-17	-12	-7	17	.	.
23	CCN(CC)C(=O)C[n+]1cccc(/C=N/O)c1	-10	.	-106	-6	-2	.	.	.
24	CCc1nc2c(OCc3ccccc3C)cccn2c1N(C)C(=O)C1CC1	-4	2	-19	-5	1	6	2	-1
25	OC(CNCc1ccccc1)c1ccccc1 (configuration not stated)	-19	1	7	4	1	.	6	-7
26	Cc1ccc2cc(C#N)c(NCCNC(=S)NCCCN3CCOCC3)nc2c1	-7	.	0	9	-5	-3	.	.
27	CS(=O)(=O)Nc1ccc2c(c1)[C@H]1C[C@H](CC(=O)NCc3ccccc3F)O[C@@H](CO)[C@H]1O2	-3	2	.	-9	-2	-15	2	2[16.7 µM]
28	O=C(c1ccccn1)N1CC2(C1)[C@H](c1ccccc1)[C@@H](CO)N2Cc1ccc(Cl)cc1	2	.	.	.	1	-4	9	.
29	O=C(NC1CC1)C(=O)c1c(-c2ccccc2)[nH]c2ccccc12	2	1	-8	-1	-1	13	-1	5
30	NC(=O)NC(=O)COC(=O)c1cccnc1Nc1ccccc1F	-12	1	-26	-22	-2	-5	-2	-1

Part of the list above in order of SMILES length, high to low:
cpd	structure	EWS-Fli inh	Cneo AK release	PAX8 reporter	FN deposition inh	CASP6 VEID inh	LGR2 antag	PGC1a acetyl inh	miR122 inh
21	CS(=O)(=O)N1CC(=O)N2[C@@H](CO)[C@H](c3ccc(C#CC4CCCC4)cc3)[C@@H]2C1	1	.	.	.	1	7	-3	.
28	O=C(c1ccccn1)N1CC2(C1)[C@H](c1ccccc1)[C@@H](CO)N2Cc1ccc(Cl)cc1	2	.	.	.	1	-4	9	.
20	O=C(N/N=C/c1cccs1)c1cccc2cc[nH]c12	-65	-4	.	.	5	-60	-4	8

Taken from above.
In EWS-Fli inh, cpd 9 is entered as -4
In EWS-Fli inh, cpd 11 is entered as 7

Next compounds follow:
cpd	structure	EWS-Fli inh	Cneo AK release	PAX8 reporter	FN deposition inh	CASP6 VEID inh	LGR2 antag	PGC1a acetyl inh	miR122 inh
31	CCOC(=O)c1c(NC(=O)COC(=O)c2cnccn2)sc(C(=O)NC)c1C	4	5	-12	4	-1	-9	-4	5
32	CS(=O)(=O)Nc1ccccc1C(=O)N1CCCC1	.	1	.	.	.	2	-1	-4
33	CCNc1nc(NCC)nc(OCCOC(=O)Nc2ccccc2)n1	-2	-1	-4	23	-1	.	.	-5
34	COc1cc(C2NC(=O)N(C)C(C)=C2C(=O)OCc2ccccc2)cc(Br)c1O (configuration not stated)	0	3	6	0	2	-6	10	-5
35	O=C(NN1C(=O)/C(=C/c2cccc(O)c2)SC1=S)c1ccccc1O	-1	1	3	5	27	-4	.	.
36	COc1ccc(NC(=O)c2cc(=O)[nH]c3ccccc23)cc1S(=O)(=O)N1CCOCC1	13	0	13	8	0	.	2	-1
37	COc1ccccc1-n1ccn(CC(=O)Nc2ccc(C)cc2Cl)c(=O)c1=O	-8	0	-11	-1	9	-16	3	-4
38	CO[C@@H](CN(C)C(=O)C1CCOCC1)[C@@H](C)CN(C(=O)Nc1ccc(C(F)(F)F)cc1)[C@H](C)CO	-4	-2	.	-2	1	2	6	.
39	CCOc1ccc(Br)cc1S(=O)(=O)Nc1ncn[nH]1	4	0	8	-1	-2	3	.	.
40	Nc1nc(SCC(=O)N2CCCC2)[nH]c(=O)c1-c1ccccc1	.	-1	.	.	-2	-4	-6	-3
41	O=C(NCCC1CCCCN1S(=O)(=O)c1cccs1)C(=O)NCc1ccccc1 (configuration not stated)	16	3	26	.	1	-8	-11	.
42	NS(=O)(=O)c1ccc(CCNC(=O)c2cc3ccccc3s2)cc1	2	1	10	1	1	6	.	-2
43	C[C@H]1CN([C@@H](C)CO)S(=O)(=O)c2ccc(-c3ccncc3)cc2O[C@@H]1CN(C)S(C)(=O)=O	-8	0	.	-2	-3	-6	13	5[16.7 µM]
44	C[C@@H]1CCCCO[C@@H](CN(C)C(=O)CCCN(C)C)[C@@H](C)CN([C@H](C)CO)C(=O)c2cc(NC(=O)Nc3ccc(C(F)(F)F)cc3)ccc2O1	-14	-3	-5	.	.	-6	-1	10[16.7 µM]
45	COc1ccccc1S(=O)(=O)N(C)C[C@H]1OCc2cnnn2CCCC(=O)N([C@H](C)CO)C[C@H]1C	-5&4&-3	0&-2	-9&-11&-5	9&-7	-4&1	-1&5	-1&6	3
46	COc1cc(C(c2sc3nc(C)nn3c2O)N2CCOCC2)cc(OC)c1OC (configuration not stated)	-3	-2	-3	0	0	-2	.	.
47	COc1ccc(-c2cn3nc4c(nc3n2)CCCC4)cc1	.	-2	.	.	.	46	16	1
48	CCc1ccc(-c2ccc(SCC(=O)Nc3nnc(C)s3)nn2)cc1	-41	.	-102	-3	-1	-41	-5	.
49	COCCN(C(=O)COC(=O)c1sccc1C)c1c(N)n(Cc2ccccc2)c(=O)[nH]c1=O	11	0	-18	1	-1	-14	.	-4
50	C[C@@H]1CN([C@H](C)CO)C(=O)c2cc(NC(=O)Nc3ccc4c(c3)OCO4)ccc2O[C@H]1CN(C)C(=O)Nc1ccc(F)cc1	-3	5	-11	.	.	-25	-1	-6[16.7 µM]
51	COCC#Cc1cnc2c(c1)C(=O)N([C@H](C)CO)C[C@@H](C)[C@@H](CN(C)C(=O)C1CC1)O2	-3	-21	.	-2	0	9	6	1[16.7 µM]
52	Cc1cccc(C(=O)OCC(=O)NN2C(=O)NC3(CCCCC3)C2=O)c1	5	2	2	-1	3	.	1	-1
53	O=c1cc(-c2ccc(Cl)cc2)oc(=O)[nH]1	-26	.	22	-1	-3	.	.	.
54	CC(C)Cc1nnc(NC(=O)CCc2ccccc2)s1	-9	1	-23	4	-2	-5	12	8
55	COc1ccc(C(=O)NCc2ccco2)cc1S(=O)(=O)NC1CC1	2	.	-7	1	-2	17	10	.
56	CCCC#Cc1cnc2c(c1)C(=O)N([C@H](C)CO)C[C@H](C)[C@@H](CN(C)Cc1ccccc1F)O2	-10	.	30	.	.	-13	1	29[16.7 µM]
57	S=C1NCN(C2CCCCC2)CN1CCc1ccccc1	4	32	5	-2	-2	.	2	27
58	CN(CC(=O)Nc1ccccc1Cl)C(=O)COC(=O)c1ccc([N+](=O)[O-])s1	-2	4	-1	-2	99*	16	2	0
59	O=C(O)Cc1c(-c2ccccc2)c2cc(Br)ccc2[nH]c1=O	-4	.	6	-10	3	8	0	.
60	COc1ccc2c3c(n(C)c2c1)[C@H](CO)N(Cc1ccncc1)CC31CN(C(=O)Cc2ccncc2)C1	-3	.	13	.	-1	-1	1	.

Continued.
cpd	structure	EWS-Fli inh	Cneo AK release	PAX8 reporter	FN deposition inh	CASP6 VEID inh	LGR2 antag	PGC1a acetyl inh	miR122 inh
61	COc1cc2c(cc1OC)C(NC(=O)C(F)(F)F)CNC2=O (configuration not stated)	-4	.	-6	7	-2	22	27	.
62	CC1CCCCN1C(=O)CSc1nnc2c(n1)[nH]c1ccccc12 (configuration not stated)	-19	-5	-28	0	-3	-38	.	.
63	C[C@H](CO)N1C[C@H](C)[C@@H](CN(C)C(=O)[C@@H]2CCCN2C)OCc2ccccc2-c2c(n(C)c3ccccc23)C1=O	-2	-1	8	-1	-1	12	6	.
64	CC1CCCCC1NCC(=O)Nc1ccccc1-c1ccccc1 (configuration not stated)	.	0	.	7	.	.	-7	0
65	CCc1ccc(OCC(=O)Nc2ccc(S(=O)(=O)Nc3cc(C)on3)cc2)c(Br)c1	6	-4	-6	5	24	5	-1	.
66	Cc1cc(C)cc(C(O)c2ncc(-c3ccc(C(F)(F)F)cc3)[nH]2)c1 (configuration not stated)	11	2	28	-2	0	-1	.	.
67	CCOC(=O)c1c(NC(=O)CCN2C(=O)c3ccccc3C2=O)sc(C(=O)OC(C)C)c1C	.	.	.	-8	.	4	0	0
68	CC(C)N1C(=O)CCN(C=O)c2ccccc21	-11	.	-5	4	0	-6	.	.

Source: PubChem BioAssay
